Vif-A3F inh: Vif-A3F binding inhibition; HeLa A3F-eYFP + Vif (tagged APOBEC3F with the HIV-1 protein that degrades it), YFP fluorescence increase; Potency, µM (top dose mostly 46.1 µM), for inactives: at the top dose activity, negative = active; hit rate 0.2% among 390,000; further: potency means the concentration at half of the fitted maximal effect; % of control where 0% means no effect; nearly all actives have a fitted effect of over 65% in size
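HeLa cells stably expressing Vif plus C-terminally eYFP-tagged A3F were seeded, incubated overnight at 37 deg C, dosed with compound, incubated overnight again at 37 deg C. Yellow fluorescence (Ex 488/Em 500-530) reported blocked Vif-mediated A3F-eYFP degradation.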
D1 potentiator: potentiators of human D1 dopamine receptor; HEK293 TREx D1 cells, calcium flux, dopamine EC20 potentiation; potentiation, % at 10 µM; hit rate 0.036% among 360,000; AID 504651; in the data active means potentiation above about 30%; further: 0% is about no effect
RXFP1 ag: agonists of human relaxin receptor RXFP1 | AID 2676 | hit rate 0.3% among 370,000 | HEK293T-RXFP1 cAMP TR-FRET, 30 min; response scale: percent of porcine relaxin response, buffer zero | Potency, µM (highest dose often 57.5 µM), inactives show top-dose activation, hits mostly activators; further: potency means the concentration at half of the fitted maximal effect; on the % scale 0 is the no-effect control and ±100 the full control effect; nearly all actives have a fitted effect of over 60% in size; many of its hits are not listed in these tables
Target sequence (Q9HBX9 whole entry, looked up): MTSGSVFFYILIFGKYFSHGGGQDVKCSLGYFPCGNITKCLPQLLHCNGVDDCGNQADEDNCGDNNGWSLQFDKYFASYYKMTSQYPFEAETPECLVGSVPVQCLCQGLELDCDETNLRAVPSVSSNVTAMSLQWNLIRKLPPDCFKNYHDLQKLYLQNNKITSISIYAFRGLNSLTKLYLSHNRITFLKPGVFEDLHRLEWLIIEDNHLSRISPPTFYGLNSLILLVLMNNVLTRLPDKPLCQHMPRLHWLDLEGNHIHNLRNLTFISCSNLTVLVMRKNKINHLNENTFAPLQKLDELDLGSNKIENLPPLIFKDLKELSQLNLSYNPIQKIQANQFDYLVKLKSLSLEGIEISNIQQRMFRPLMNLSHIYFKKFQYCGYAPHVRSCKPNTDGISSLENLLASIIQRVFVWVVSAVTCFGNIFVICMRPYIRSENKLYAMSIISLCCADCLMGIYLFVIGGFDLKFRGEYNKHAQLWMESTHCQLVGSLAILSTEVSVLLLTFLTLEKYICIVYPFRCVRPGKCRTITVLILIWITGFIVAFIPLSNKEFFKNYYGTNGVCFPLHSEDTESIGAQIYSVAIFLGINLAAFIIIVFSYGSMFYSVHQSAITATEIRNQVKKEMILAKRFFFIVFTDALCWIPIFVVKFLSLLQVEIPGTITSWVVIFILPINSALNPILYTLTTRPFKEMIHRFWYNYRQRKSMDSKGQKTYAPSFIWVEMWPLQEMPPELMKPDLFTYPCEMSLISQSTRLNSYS
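cAMP rise read by TR-FRET after 30 min, 37C compound exposure (up to 58 uM) in RXFP1-transfected HEK293 cells with Ro 20174 present. EC50 from Hill-equation fits, with 29 nM porcine relaxin as 100% and buffer as basal.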
D1 agonist: activates the human D1 dopamine receptor; P21728; HEK293 T-REx D1 cells, calcium flux, agonist mode; activation, % at 2 µM; hit rate 1% among 360,000; AID 504660; in the data active means activation above about 30%; further: 0% is about no effect
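Tetracycline-induced HEK293 TREx D1 cells, force-coupled to calcium signalling, were dye-loaded with a no-wash calcium kit. Compound was pin-added after a 10 s baseline. Fluorescence was read kinetically at 1 cycle/s for 180 s, with calcium rises flagged as agonism.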
RXFP1 antag: RXFP1 (human) relaxin receptor antagonism; hit rate 0.59% among 350,000; activity change, negative = inhibition, % at 57.5 µM; Q9HBX9; HEK293-RXFP1, relaxin-stimulated cAMP HTRF, 30 min; hits give low values;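 active means activity change of -60% or lower, but not beyond a set lower limit; inconclusive means change between -60% and -40%, or beyond the set limit; inactive means change above -40%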; further: on the % scale 0 is the no-effect control and ±100 the full control effect
Vif-APOBEC3G blk: inhibitors of Vif-APOBEC3G interaction; Potency, µM (doses to about 46.1 µM), for the others: at the highest dose activity, negative = active, usual class: inhibitors; HeLa A3G-eYFP + Vif (tagged APOBEC3G with the HIV-1 protein that degrades it), YFP fluorescence, overnight; hit rate 0.076% among 410,000; Q9HC16;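 further: potency means the concentration at half of the fitted maximal effect; on the % scale 0 is the no-effect control and ±100 the full control effect; nearly all actives have a fitted effect of over 60% in size; hits raise eYFP signal because A3G escapes Vif-driven loss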
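HeLa cells stably expressing Vif and C-terminally eYFP-tagged A3G, seeded overnight at 37 deg C, then exposed to compound by pintool overnight at 37 deg C. Rise in yellow fluorescence (Ex 488/Em 500-530, Acumen) marks blocked Vif-driven A3G degradation.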
D1 antagonist: blocks dopamine activation of the human D1 receptor; P21728; HEK293 TREx D1 cells, calcium flux, dopamine EC80; hits give low values; activity change, negative = inhibition, % at 10 µM; hit rate 3.2% among 360,000; in the data active means activity change below about -30%; further: on the % scale 0 is the no-effect control and ±100 the full control effect
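Tetracycline-induced HEK293 T-REx cells with force-coupled D1 receptor were loaded with a no-wash calcium dye. Compound was added after a 10 s baseline and read kinetically for 180 s; EC80 dopamine was then added and calcium flux followed another 180 s.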
D2 potentiator: positive allosteric modulators of human D2 dopamine receptor; P14416; potentiation, % at 10 µM; HEK293 T-REx D2, calcium flux, EC20 dopamine potentiation; hit rate 0.34% among 340,000;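 active means potentiation over 3 SD above the plate norm, cut at about 30% in these data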; further: 0% is about no effect
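Tetracycline-induced Hek293 Trex D2 cells, force-coupled to calcium, loaded with no-wash calcium dye. Compound added with 180 s kinetic read for agonism, then EC20 dopamine and a further 180 s read for potentiation.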
GRP78 ERSR act: ER stress response induction in glioma; Potency, µM, inactives show top-dose activation, most hits filed as activators; U87-MG GRP78 promoter luciferase reporter, 16 h; hit rate 0.02% among 420,000; further: potency means the concentration at half of the fitted maximal effect; series mostly up to about 76 µM; % of control where 0% means no effect; nearly all actives have a fitted effect of over 35% in size
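Stably transfected U87-MG human glioma cells carrying a GRP78-based luminescent sensor were seeded at 1000 cells/well, pin-dosed with compounds and incubated 16 h. Luciferase reagent was then added, and end-point luminescence was read after 10 min at room temperature.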
An asterisk follows results filed as active; ? = inconclusive; . = not tested or not shown. Unless noted, the call rests on the fitted dose curve; in most records, active means well fitted curve in the direction sought with a large enough effect; inconclusive means small, poorly fitted or top-dose-only effect, or another doubt; inactive means no such curve, though single readings can be large; an effect the other way counts as inactive or inconclusive.

Fields: Vif-A3F inh, D1 potentiator, RXFP1 ag, D1 agonist, RXFP1 antag, Vif-APOBEC3G blk, D1 antagonist, D2 potentiator, GRP78 ERSR act
> COc1ccc(C(=O)NCC(c2cccnc2)N2CCc3ccccc3C2)cc1OC (centres undefined)
→ 6.7%, -1.9, 0.0%, 6.5, -5.6, 5.4%, 5.6, -0.4, -0.6%
> COc1cccc(NC(=O)CN(C)C(=O)Cn2cnc3ccccc3c2=O)c1
→ -24.1%, 1.1, -0.6%, 0.9, -13.6, -0.7%, -4.4, 6.0, -4.7%
> C/C(=N\N=C(c1ccccc1)c1ccccc1)c1cccs1
→ -1.4%, -2.0, 0.3%, 8.4, -30.7, -2.3%, 4.6, -5.6, 2.0%
> CN(C(=O)CSc1nc2ccccc2n1CC(=O)N(C)C1CCCCC1)c1ccc(F)cc1
→ 6.5%, 2.5, 2.5%, 0.9, 1.5, 2.3%, 14.9, 0.9, -1.0%
> O=C(CSc1ncnc2c1nnn2-c1ccc(F)cc1)NCc1ccco1
→ -2.9%, -8.9, -0.5%, -1.5, -13.5, -15.5%, -9.3, -4.6, 3.2%
> O=C(COc1ccccc1)NCC(c1ccco1)N1CCN(c2ccc(F)cc2)CC1 (centres undefined)
→ 3.8%, -2.6, 1.9%, 21.9, -5.0, -0.2%, -64.2*, 18.5, -1.4%
> COc1cccc(CN2CCNC(=O)C2CC(=O)N(C)Cc2nc(C)cs2)c1OC (centres undefined)
→ 12.9%, 1.6, 1.1%, 3.9, 4.9, -3.1%, 9.3, -7.7, -3.8%
> O=c1c2ccccc2cnn1Cc1n[nH]c(=S)n1-c1ccccc1F
→ 6.2%, -12.8, ?, 1.3, -3.3, -3.0%, 1.4, -0.6, -3.7%
> CC1CC(C)CN(S(=O)(=O)c2ccc3c(c2)NC(=O)C(C)C(=O)N3)C1 (centres undefined)
→ 0.1%, 0.6, 0.8%, 2.2, -4.5, -0.2%, -3.6, 9.4, 0.1%
> CCn1c(SCC(=O)Nc2cccc(C(C)=O)c2)nnc1C(C)C
→ -3.3%, 3.4, 0.5%, 3.1, 5.9, 0.4%, 1.4, -5.1, -1.9%
> COC1=C(OC)C(=O)C(CCCCCCCCCCO)=C(C)C1=O
→ ., -2.1, 3.6%, 26.0, 5.2, ., -40.6*, -3.3, -3.0%
> Cc1ccc(S(=O)(=O)N(C)C)cc1NC(=O)COC(=O)c1ccc2c(c1)OCCO2
→ 2.8%, -3.5, -0.4%, 1.1, 5.3, 0.5%, -3.5, -35.5, -3.4%
> COc1ccc2[nH]c(C(=O)O)c(NS(=O)(=O)c3ccc(C)c(C)c3)c2c1
→ 5.9%, 7.0, 2.0%, 0.6, -4.3, -0.7%, 33.1, 7.0, 0.9%
> Cc1ccc(NC(=O)c2cc(S(=O)(=O)N(C)C)ccc2N2CCCC2)cc1F
→ -25.4%, -3.2, -2.2%, 1.4, -2.6, -10.7%, -16.4, 11.6, 31.6µM*
> O=C(CCSCc1ccccc1Cl)NCc1ccco1
→ 1.2%, -1.4, -0.2%, 0.7, -9.3, 1.4%, -2.8, ., -3.5%
> O=C1N/C(=C/c2cccn2-c2ccccc2)C(=O)N1Cc1ccc(F)cc1
→ -1.3%, -11.3, -1.4%, 0.7, -1.8, -0.7%, 2.7, -0.3, -3.8%
> O=C(Nc1cc(S(=O)(=O)N2CCOCC2)ccc1O)c1ccco1
→ 0.4%, -1.0, 1.0%, -0.8, -8.4, -4.6%, -11.2, -4.9, -5.0%
> CCCn1c(CCCNC(=O)c2ccccc2OC)nc2ccccc21
→ 0.9%, 0.6, -0.5%, -1.1, ., 1.4%, -3.8, 2.0, -1.0%
> O=C(C1CCCN1S(=O)(=O)c1ccc(Br)cc1)N1CCOCC1 (centres undefined)
→ -39.8%, 6.7, 2.4%, 1.8, 7.2, -9.4%, -9.9, 9.2, -0.8%
> CCOC(=O)COn1c(=O)c(-c2ccc(Cl)cc2)[n+]([O-])c2ccccc21
→ 2.1%, -6.2, 0.5%, 1.1, 4.3, -7.9%, 5.5, 7.1, 2.8%
> O=C(CCNC(=O)c1ccccc1Cl)NCc1ccncc1
→ -8.0%, 7.8, 1.5%, 2.6, 9.9, -4.5%, 4.0, 6.0, -2.5%
> CC(OC(=O)c1ccc(NS(=O)(=O)c2cccs2)cc1)C(=O)N(C)C1CCCCC1 (centres undefined)
→ -5.5%, -3.3, 1.0%, 2.0, -18.2, 1.7%, 6.6, -3.6, -7.5%
> CCCCn1c(N)c(N(CCOC)C(=O)c2ccc(S(=O)(=O)N3CCCCCC3)cc2)c(=O)[nH]c1=O
→ -13.1%, -6.9, 0.4%, 3.0, -3.2, 0.0%, -4.8, -0.5, -3.0%
> CC1(O)c2ccccc2C(=O)N1CCc1ccccc1F (centres undefined)
→ 0.5%, -4.8, 1.1%, 3.6, ., -2.2%, 15.6, -4.8, 1.7%
> CC1CCCCN1C(=O)CSc1nnc(Cc2ccccc2)n1C (centres undefined)
→ 1.5%, -3.0, 1.2%, 1.0, -7.2, 1.6%, 22.2, -4.7, 0.3%
> COc1nc(C)nc2c1sc1nc3c(cc12)COC(C)(C)C3
→ 3.4%, -2.4, 3.6%, 1.0, 6.1, 1.1%, 6.9, 5.6, -7.6%
> Cc1cc(C(=O)COC(=O)CNC(=O)c2ccco2)c(C)n1Cc1ccco1
→ -0.4%, -3.4, -1.0%, 2.2, -5.7, -1.6%, -4.2, 24.8, -2.2%
> Cc1nc(C)c(-c2ccc(SCC(=O)Nc3ccccc3F)nn2)s1
→ -3.4%, -6.2, 21.7%, 2.9, -15.3, 1.1%, 1.8, 2.4, -1.3%
> O=C(O)CONC(=O)c1cc(OCC(F)(F)F)ccc1OCC(F)(F)F
→ 7.8%, -12.8, -5.8%, 2.3, 11.0, 1.6%, -21.4, 15.0, -5.2%
> O=C1c2ccccc2C(=O)c2c1cccc2N1CCN(C/C=C/c2ccccc2)CC1
→ -0.8%, ., ., ., -3.4, -3.5%, ., ., -4.8%
> O=C(NCc1ccccc1)c1ccc(CN2CCOCC2)cc1
→ 3.0%, 1.4, 0.4%, -0.2, -12.6, -2.8%, -0.5, -3.6, 2.9%
> COc1ccc(Cc2nnc(N/N=C/c3ccc(O)cc3)[nH]c2=O)cc1OC
→ 1.3%, -6.8, -3.4%, -0.4, -29.8, -18.5%, 6.1, -2.4, 0.3%
> C[C@@H]1CN([C@@H](C)CO)C(=O)CCCn2nncc2CO[C@@H]1CN(C)S(=O)(=O)c1ccccc1
→ -8.4%, ., ., ., -12.2, -8.1%, ., ., -5.2%
> CN(C)c1nc(N(C)C)c2cnn(C)c2n1
→ -9.2%, ., ., ., -16.9, 0.4%, ., ., -4.5%
> O=C(Nc1cccc(F)c1)C1CCN(c2nc3ccccc3nc2C(F)(F)F)CC1
→ 2.1%, -1.8, 6.0%, 5.6, ., 3.8%, 3.7, -6.2, -0.3%
> Cc1cc(NCC2CCCCC2)nc2ccccc12
→ -18.1%, -5.0, -3.6%, 9.3, -10.9, -4.0%, -18.8, -27.6, 17.0%
> O=C(CSc1nnc2ccccn12)Nc1nsc(-c2ccccc2)n1
→ -15.2%, 0.8, 8.4%, 1.0, 12.5, 0.4%, 0.9, 4.3, -2.8%
> CCN(CC(=O)Nc1ccc2c(c1)OCCO2)C(=O)c1ccc(CS(C)(=O)=O)cc1
→ 2.2%, ., ., ., 0.3, -1.4%, ., ., 2.0%
> Cc1ccccc1C(=O)c1cccn1CC(=O)NCCCN1CCCCC1
→ -14.2%, -0.3, -3.4%, -0.8, 19.3, -0.7%, 15.0, -9.3, -2.6%
> CC(=O)Nc1ccc(Nc2nc(C)c([N+](=O)[O-])c(Nc3ccc(NC(C)=O)cc3)n2)cc1
→ 0.6%, -6.7, -1.5%, 0.4, -7.0, -1.1%, -2.0, 3.0, -1.4%
> Cc1cccn2c(=O)c(C=O)c(Sc3ncccn3)nc12
→ -13.4%, 3.6, 10.7%, 3.1, 0.8, -6.8%, 8.5, -3.1, -4.0%
> CN1C(=O)C(O)(c2nnc(-c3ccccc3)o2)c2ccccc21 (centres undefined)
→ -26.0%, -2.4, 2.0%, 1.6, 1.2, -3.9%, 6.0, -0.7, 4.6%
> CC(C)(C)OC(=O)N[C@@H](Cc1ccccc1)[C@H](O)c1ccco1
→ 1.2%, -7.8, -0.2%, 1.5, ., -1.0%, 0.3, -3.8, -1.2%
> Cc1cccc(C(=O)N2CCCC(N3CCN(c4cccc(Cl)c4)CC3)C2)n1 (centres undefined)
→ 4.9%, -1.1, 0.5%, 2.0, -3.9, -0.2%, -12.0, 2.7, 5.9%
> CCOc1ccccc1-n1nnnc1SCC(=O)NCc1ccco1
→ 2.3%, -5.1, 3.4%, 0.6, 7.0, 0.0%, -17.8, -2.6, -0.1%
> CN(C)C(/C=C/Nc1ccc(F)cc1)=C(C#N)C#N
→ -3.4%, ., 0.8%, ., -4.7, -3.5%, ., ., -1.7%
> Cc1cc(NC(=O)/C=C/c2ccc(F)cc2)n(-c2nc3ccccc3[nH]2)n1
→ -14.2%, -8.2, 0.3%, 5.1, -0.2, -2.1%, -35.8*, -7.0, -1.1%
> COc1ccc(C(=O)n2c(N)nc3ccccc32)cc1OC
→ 3.7%, -5.4, -0.7%, 0.5, -5.6, 0.3%, -6.8, -10.9, -2.9%

Screens (PubChem)

The list is partial (hit frequency here may not be typical).
